# Rin1 Abl inh = inhibitors of Rin1-Abl protein binding, primary screen, biochemical, TR-FRET; inhibition, % at 7.35 µM; 0.4% of 360,000 active; in the data active = inhibition above about 5%, passing the limit was not always enough
# CSN deneddyl inh = inhibitors of CSN-mediated cullin deneddylation, primary screen, biochemical, fluorescence polarization, uHTS. AID 651999, 2013. inhibition, % at 12.5 µM. Purified CSN, SCF-Nedd8-OG deneddylation. 0.38% of 360,000 active;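 active = pattern-corrected inhibition above about 35%, with an unprinted fluorescence ratio check between 0.5 and 1.5, limit read from the data, passing the limit was not always enough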;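 also: 0% = enzyme with substrate and 100% = substrate without enzyme; some results filed as inactive read as strong as hits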
# Target sequence (Q92905 whole entry, looked up, one chain of several): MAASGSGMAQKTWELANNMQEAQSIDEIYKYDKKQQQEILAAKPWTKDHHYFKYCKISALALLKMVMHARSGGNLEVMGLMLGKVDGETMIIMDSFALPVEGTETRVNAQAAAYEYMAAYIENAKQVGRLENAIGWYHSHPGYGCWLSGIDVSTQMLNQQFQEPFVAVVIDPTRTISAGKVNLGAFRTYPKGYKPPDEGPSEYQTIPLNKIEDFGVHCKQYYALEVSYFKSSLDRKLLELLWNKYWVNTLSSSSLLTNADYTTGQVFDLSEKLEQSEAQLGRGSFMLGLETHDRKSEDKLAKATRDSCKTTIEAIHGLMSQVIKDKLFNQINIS
#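 Assay system: purified human Csn5 enzyme expressed in HEK293T cells; Input: 0.24 nM Csn5 enzyme, final concentration; Reagent: 10 nM SCFSkp2-Nedd8OG; Compound dosing: 12.5 µM single point; Times: reaction 90 min, room temperature; Technique: fluorescence polarization readout.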
# DNMT1 block = human DNMT1 methyltransferase inhibitors, primary screen, biochemical, molecular beacon, fluorescence, HinP1I cleavage, uHTS; DNA (cytosine-5)-methyltransferase 1 (Homo sapiens), P26358; inhibition (reported as % activation of signal), % at 10 µM; 0.83% of 360,000 active; in the data active = inhibition above about 50%
# NadD block = inhibitors of S. aureus NadD, primary screen, biochemical, colorimetric, uHTS; Nicotinate-nucleotide adenylyltransferase NadD (Staphylococcus aureus N315); purified NadD enzyme, colorimetric absorbance read-out; inhibition, % at 20 µM; 0.78% of 360,000 active; AID 602399, 2012; in the data active = inhibition above about 26%; also: some compounds past the cut are filed as inactive
# STEP block = STEP phosphatase inhibitors, primary screen, biochemical, fluorescence intensity, uHTS; recombinant STEP, OMFP fluorogenic substrate; inhibition, % at 20 µM; 0.25% of 360,000 active;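 active = inhibition at 20 µM, scaled per plate between control wells, above about 37%, limit read from the data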;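 also: 0% = DMSO with enzyme and substrate and 100% = substrate only without enzyme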
# Target sequence (P54829 whole entry, looked up): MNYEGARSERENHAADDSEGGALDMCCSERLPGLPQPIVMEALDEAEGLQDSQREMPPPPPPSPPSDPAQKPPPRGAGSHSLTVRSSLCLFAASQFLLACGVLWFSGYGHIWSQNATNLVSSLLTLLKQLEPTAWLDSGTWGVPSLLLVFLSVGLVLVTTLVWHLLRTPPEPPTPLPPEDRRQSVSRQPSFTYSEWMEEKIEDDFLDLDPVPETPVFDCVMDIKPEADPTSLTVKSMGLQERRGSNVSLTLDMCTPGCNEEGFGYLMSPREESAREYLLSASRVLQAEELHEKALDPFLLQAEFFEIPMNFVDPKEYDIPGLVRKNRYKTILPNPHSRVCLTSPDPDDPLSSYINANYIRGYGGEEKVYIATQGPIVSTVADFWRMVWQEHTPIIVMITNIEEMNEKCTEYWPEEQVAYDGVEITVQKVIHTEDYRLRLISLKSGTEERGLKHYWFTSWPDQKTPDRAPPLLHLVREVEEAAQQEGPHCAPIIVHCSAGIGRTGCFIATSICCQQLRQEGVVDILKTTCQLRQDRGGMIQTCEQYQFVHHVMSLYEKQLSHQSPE
#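 Also added – OMFP at 25 µM · Test system – STEP tyrosine phosphatase · Technique – FITC-channel fluorescence of OMFP product · Schedule – 20 min at room temperature, dark · Evaluation – control-normalized % inhibition with plate pattern correction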
# Neddyl block = inhibitors of cullin neddylation, primary screen, biochemical, TR-FRET, uHTS, NAE and Ubc12; calls only at 25 µM; 0.58% of 360,000 active; AID 651699, 2012; in the data active = inhibition above about 36%
# SUMO1 PPI mod = modulators of SUMO1 protein-protein interactions, primary screen, biochemical, uHTS; Small ubiquitin-related modifier 1 (Homo sapiens), P63165; inhibition, % at 20 µM; SUMO1 binding to a labelled peptide, TR-FRET, 1 h; 0.33% of 360,000 active; AID 602429, 2012; in the data active = inhibition above about 37%
# Target sequence (P63165 whole entry, looked up): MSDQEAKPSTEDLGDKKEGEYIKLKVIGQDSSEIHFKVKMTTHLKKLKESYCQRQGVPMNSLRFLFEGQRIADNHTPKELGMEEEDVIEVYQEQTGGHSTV
# Rpn11 inh = Rpn11 (PSMD14) deubiquitinase inhibitors, primary screen, biochemical, fluorescence polarization, uHTS; 26S proteasome non-ATPase regulatory subunit 14 (Homo sapiens), O00487; calls only at 20 µM; 0.59% of 360,000 active; human 26S proteasome, Ub4-pepOG fluorescence polarization; 20S core pre-blocked with epoxomicin;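 active = inhibition at 20 µM, scaled to each plate's controls, above about 33%, limit read from the data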
# LMPTP block = LMPTP phosphatase inhibitors, primary screen, biochemical, fluorescence intensity, uHTS. 0.22% of 360,000 active. inhibition, % at 20 µM. recombinant LMPTP-A, OMFP fluorogenic substrate;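 active = compounds that cut the enzyme signal by at least half of the control window in the single-dose screen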;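 also: plate controls were DMSO wells with enzyme plus substrate for no effect and substrate without enzyme for full effect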
#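 Test system: LMPTP-A, protein tyrosine phosphatase of low molecular weight; Input: 0.625 nM enzyme; Incubation: 50 min dark incubation at room temperature; Signal: endpoint fluorescence intensity from OMFP dephosphorylation; Read-out basis: % inhibition versus control wells.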
# Scp1 inh = Scp-1 phosphatase inhibitors, primary screen, biochemical, colorimetric, uHTS; Carboxy-terminal domain RNA polymerase II polypeptide A small phosphatase 1 (Homo …; Recombinant Scp1, phosphopeptide, malachite green phosphate absorbance; inhibition, % at 20 µM; 0.88% of 340,000 active;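 active = inhibition above about 50% at 20 µM, limit read from the data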;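 also: plate controls were DMSO wells with enzyme for no effect and wells lacking enzyme for full effect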
#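 Test system: SCP-1 catalytic domain; Buffer or medium: Acidic Tris acetate buffer with magnesium and detergent; Also added: Phosphorylated 17-residue peptide substrate; Compound: single 20 µM dose, 1% DMSO; Schedule: enzyme reaction 45 min at room temperature, colour 5 min, stabilisation 30 min; Signal: Phosphate-binding colour reagent, absorbance read at 630 nm.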
# * = called active by the depositor; i = inactive; nt = no result given; + = active, no number.
nr	SMILES	Rin1 Abl inh	CSN deneddyl inh	DNMT1 block	NadD block	STEP block
1	COc1ccc(/C=N/NC(=O)c2ccn[nH]2)cc1COc1ccc(Cl)cc1Cl	2	-2	-4	25	-1
2	Cc1cccc(NC(=O)C2CCCN(S(=O)(=O)c3c(C)nn(C)c3C)C2)c1 (centres undefined)	4	-5	-1	8	2
3	CCN(CC)CCN(C(=O)c1ccc(Br)s1)c1nc2cc3c(cc2s1)OCCO3	-1	-1	0	-10	0
4	CCCOC(=O)CSc1nnc(-c2ccc(Cl)cc2Cl)o1	-7	-1	1	1	-3
5	CCN1CCCC1CNC(=O)c1cc2c(OC)cccc2[nH]1 (centres undefined)	-2	2	-8	2	-2
6	Cc1ccc(C)c(N=Nc2nc3ccccc3n2C)c1	-3	-4	2	2	6
7	CC(=O)N1C[C@H]2CON(C)[C@H]2C[C@H]1c1ccccc1Br	0	-1	6	3	0
8	CCN(CC)C(=O)C1=C(C)N(CCC2=CCCCC2)C(=O)C(CC(=O)NCc2cccc3ccccc23)C1 (centres undefined)	0	-1	-7	-1	0
9	CC1(C)c2[nH]c3ccccc3c2C[C@H]2C(=O)N(N)CC(=O)N21	-1	3	-2	-4	0
10	N#Cc1c(-c2ccccc2)nc(SCC(=O)Nc2nnc(C(F)(F)F)s2)[nH]c1=O	-2	-3	0	11	-1
11	CCCCC(OC(=O)c1ccco1)C(=O)NCc1ccc(C)cc1 (centres undefined)	0	3	4	-4	-1
12	Cc1cc(C(=O)N2CCN(c3ncccn3)CC2)c2cc(F)ccc2n1	1	7	-1	-7	4
13	CCCCNC(=O)C(=O)NC(C)CCc1ccccc1 (centres undefined)	-2	-2	-1	2	0
14	COc1ccc(C2N(c3ccc(Cl)cc3)N=C(C(C)=O)N(C)N2C(C)=O)cc1 (centres undefined)	-2	12	-8	4	0
15	O=C(O)c1ccc(Sc2nnnn2-c2ccccc2)c([N+](=O)[O-])c1	-1	1	3	10	2

nr	Neddyl block	SUMO1 PPI mod	Rpn11 inh	LMPTP block	Scp1 inh
1	i	3	i	1.6	-4
2	i	1	i	-0.3	-7
3	i	-3	i	-1.3	2
4	i	0	i	-0.2	-2
5	nt	-2	i	-1.5	-7
6	i	-24	i	-0.9	0
7	i	2	i	-2.9	-4
8	i	0	i	-0.2	nt
9	i	1	i	-1.5	-9
10	i	15	i	2.7	-6
11	i	-8	i	-0.1	-7
12	i	36	i	-1.2	-4
13	i	14	i	0.1	-4
14	i	1	i	4.3	-10
15	i	-22	i	-0.3	1

# (more compounds)
nr	SMILES	Rin1 Abl inh	CSN deneddyl inh	DNMT1 block	NadD block	STEP block
16	CCOC(=O)c1c(C)[nH]c(C(=O)/C(C#N)=C/c2ccc(OC(F)F)c(OC)c2)c1C	0	6	-5	-1	-2
17	O=C(c1ccc(CNc2c(N3CCCC3)c(=O)c2=O)cc1)N1CCN(C2CCCCC2)CC1	-1	2	-7	4	-1
18	COc1cccc(CNC(=O)CCC2CCCN(c3cc(C)nc(N4CCCC4)n3)C2)c1 (centres undefined)	0	1	0	-3	-3
19	COc1cc(/C=C/C(=O)O)cc(S(=O)(=O)NCCCC(=O)O)c1OC	3	-6	-1	-4	2
20	CCN(CC)S(=O)(=O)c1ccc(N/N=C(\C)c2ccncc2)nc1	-1	1	4	-8	2
21	CC1(c2cccc([N+](=O)[O-])c2)CC(C)(C)N(C(=O)c2ccccc2)c2ccccc21 (centres undefined)	1	1	-4	-4	2
22	CN(CCc1ccccc1)C(=O)c1cccc(NC(=O)Cc2ccc([N+](=O)[O-])cc2)c1	3	1	-12	-4	-1
23	CC1=C(C(=O)NC(C)C)C2(CCC(C)CC2)OC1=O (centres undefined)	-3	-8	6	-2	0
24	C[C@H](CO)N1C[C@H](C)[C@H](CN(C)C(=O)Nc2cccc(C(F)(F)F)c2)OCc2cnnn2CCCC1=O	-2	8	2	1	-1
25	C=CCSc1nc2ccsc2c(=O)n1-c1cccnc1	3	-5	4	0	-1
26	Cc1cccc(N2CCN(C(=O)c3ccc4ccccc4c3)CC2C)c1 (centres undefined)	1	5	-3	-1	3
27	Fc1ccc(-c2cc(-c3ccccc3)nc(-n3cccn3)n2)cc1	-3	4	-1	5	2
28	COc1ccc(Cl)cc1NC(=O)Cc1c(F)cccc1Cl	-5	4	3	-8	-3
29	Cc1ccccc1NC(=O)NC1CCCCCCC1	4	1	-2	-4	0
30	C[C@H](NS(=O)(=O)c1ccc(Cl)cc1)C(=O)OCC(=O)NC(=O)Nc1ccc2c(c1)OCCO2	-5	-15	0	-4	-2

nr	Neddyl block	SUMO1 PPI mod	Rpn11 inh	LMPTP block	Scp1 inh
16	i	6	nt	1.9	-3
17	i	-4	i	0.0	-10
18	i	1	i	1.1	-1
19	i	4	i	-0.3	-6
20	i	-7	i	0.4	1
21	i	-3	i	2.8	-16
22	i	-16	i	0.3	-8
23	i	2	i	-1.6	-8
24	i	1	i	-3.2	nt
25	i	1	i	6.1	-1
26	i	-5	i	-1.4	-10
27	i	3	i	2.8	-15
28	i	-3	i	-0.3	-8
29	i	2	i	0.7	16
30	i	1	i	1.2	-5

# More structures follow.
nr	SMILES	Rin1 Abl inh	CSN deneddyl inh	DNMT1 block	NadD block	STEP block
31	COc1ccc2nc(-c3ccccn3)[nH]c2c1	-5	-6	-4	-1	2
32	Cc1nc2ccccc2nc1SCC(=O)N1CCC(C)CC1	-26	4	3	1	19
33	Cc1cc(NC(=O)NC(=O)c2ccccc2)no1	-2	3	2	-2	0
34	Cc1cccc(-n2c(SCC(=O)NCc3ccc4c(c3)OCO4)nc3ccccc3c2=O)c1	0	-13	-1	-4	3
35	CCC(=O)c1ccc(N2CCCCC2)c(F)c1	3	-4	1	-6	0
36	CN1/C(=C\C=N\NC(=O)c2ccccc2Br)C(C)(C)c2ccccc21	-2	5	-7	3	-3
37	COC(=O)c1ccc(COc2ccc(/C=N/NC(N)=S)cc2)o1	-4	0	-3	3	-3
38	CC1CN(C)C(C)c2c1oc1ccc(N)cc21 (centres undefined)	0	2	0	-6	-3
39	CNCCC(=O)N1c2ccccc2CCc2ccc(NC(=O)OC)cc21	2	-2	1	-2	-3
40	Cc1cccc(-n2nc3c(c2NC(=O)c2c(F)cccc2F)CS(=O)(=O)C3)c1C	2	-3	23	-4	-4
41	CC(NC(=O)c1cc(S(=O)(=O)N2CCCC2)ccc1Cl)c1ccccn1 (centres undefined)	-2	-6	3	1	-3
42	O=C(NN=Cc1cc(Cl)ccc1[N+](=O)[O-])c1cccc2ccccc12	3	4	13	8	-1
43	O=C(O)c1ccccc1NC(=S)NC(=O)c1cccc2ccccc12	1	-4	2	-7	1
44	COc1ccc(C(=O)NCCS(=O)(=O)NCc2ccco2)cc1	0	1	18	0	-4
45	COC(=O)c1c(F)c(F)c(N2CCOCC2)c(F)c1F	0	2	4	-2	1

nr	Neddyl block	SUMO1 PPI mod	Rpn11 inh	LMPTP block	Scp1 inh
31	+	8	i	-0.5	-8
32	i	-10	i	-0.6	-6
33	i	13	i	0.6	-6
34	i	-1	i	0.2	-10
35	i	-4	i	-0.4	-1
36	i	-3	i	-1.5	-37
37	i	-15	i	4.0	9
38	i	0	i	0.7	4
39	i	0	i	-0.8	-4
40	i	2	i	-1.9	-5
41	i	-1	i	-1.7	-8
42	i	-5	i	-1.0	-3
43	i	-3	i	-0.9	-4
44	i	7	i	-0.3	9
45	i	-3	i	-0.5	-1

# Complete entries from above. Order of screens: Rin1 Abl inh	CSN deneddyl inh	DNMT1 block	NadD block	STEP block	Neddyl block	SUMO1 PPI mod	Rpn11 inh	LMPTP block	Scp1 inh
# Results for O=C(O)c1ccccc1NC(=S)NC(=O)c1cccc2ccccc12 : 1	-4	2	-7	1	i	-3	i	-0.9	-4
# Results for Cc1cccc(-n2c(SCC(=O)NCc3ccc4c(c3)OCO4)nc3ccccc3c2=O)c1 : 0	-13	-1	-4	3	i	-1	i	0.2	-10
# Results for CN1/C(=C\C=N\NC(=O)c2ccccc2Br)C(C)(C)c2ccccc21 : -2	5	-7	3	-3	i	-3	i	-1.5	-37

# Remaining list, next part
nr	SMILES	Rin1 Abl inh	CSN deneddyl inh	DNMT1 block	NadD block	STEP block
46	O=[N+]([O-])c1ccc(S(=O)(=O)Nc2nc(-c3ccccc3)cs2)cc1	2	3	0	-2	0
47	CCN(CC)Cc1c(CC(C)C)oc(C)c1C(=O)O	0	2	0	-10	-4
48	COc1cc(Nc2ccn3nc(-c4ccccc4Cl)cc3n2)cc(OC)c1OC	1	0	-46	5	-4
49	c1ccc2nc3c(cc2c1)CCCCC3	0	3	0	-1	-2
50	CC(C)C(NC(=O)c1ccccc1)C(=O)OCC(=O)N1CCCCC1 (centres undefined)	2	4	4	7	-3
51	COc1ccc(OC2CCN(S(=O)(=O)c3ccc(F)cc3)CC2)cc1	2	0	-1	-8	-1
52	CCOc1ccc(-c2ccc(C3=CC(=O)C[C@H](c4ccc(F)cc4)C3)cc2)cc1	6	-1	47	-1	-2
53	COC(=O)c1sccc1NC(=S)N(C)C1CCCCC1	-1	-1	6	-10	-1
54	COc1ccccc1/C=C/c1nc2ccc(OC(C)=O)cc2c(=O)o1	0	-2	3	-6	-3
55	CC1(C)CC(=O)C2=C(C1)NC(=O)CC2c1cc2c(cc1Br)OCO2 (centres undefined)	-1	0	1	-5	0
56	O=C(CSc1ccc2nnc(-c3cccnc3)n2n1)NCC1CCCO1 (centres undefined)	-2	4	-2	-3	-1
57	Cc1cnc(NC(=O)CSc2c(Cl)cccc2Cl)s1	2	3	0	-4	-1
58	COc1cc(OC)cc(C(=O)Nc2ccccc2NC(C)=O)c1	2	1	0	1	5
59	CCCCNC(=S)N(C)/N=C/c1ccccc1C(=O)O	5	1	1	6	7
60	O=C(CSc1nnc(CNC(=O)c2ccccc2F)o1)NC1CCCCC1	0	-2	4	-5	-2

nr	Neddyl block	SUMO1 PPI mod	Rpn11 inh	LMPTP block	Scp1 inh
46	i	-21	i	-0.4	5
47	i	-1	i	-0.9	-6
48	i	5	i	3.1	nt
49	i	1	i	-1.1	-4
50	i	0	i	-0.8	-1
51	i	3	i	0.4	-9
52	i	13	i	-1.9	nt
53	i	2	i	1.5	-20
54	nt	2	i	-1.8	-10
55	i	-1	i	-1.9	1
56	nt	4	i	-0.3	-9
57	i	-4	i	-0.4	-12
58	i	-2	i	-1.9	-8
59	i	0	i	-1.9	-6
60	i	38*	i	-0.3	-2
